Pol beta inh: DNA polymerase beta (human) inhibition. P06746. Pol beta primer extension/strand displacement, fluorescence kinetic. Potency, µM (highest dose often 114 µM), for the others: at the top dose activity change, negative = inhibition, hits mostly inhibitors. 1.3% of 340,000 active. AID 485314; note: potency is the fitted concentration of half-maximal effect; % is set by controls: 0 for no effect and ±100 for the full control effect
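Enzyme-only controls used 10 nM Pol beta; buffer lacking enzyme served as negative control. Compound preincubated 15 min, then 50 nM substrate added; 0 and 10 min reads at room temperature.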
ALOX12 inh: blocks human arachidonate 12S-lipoxygenase. purified 12hLO, xylenol orange hydroperoxide absorbance. P18054. 1.1% of 580,000 active. Potency, µM (titrated, usually from 108 µM), for the others: at the top dose activity change, negative = inhibition, actives largely listed as inhibitors. AID 1671190; note: potency is the fitted concentration of half-maximal effect; % is set by controls: 0 for no effect and ±100 for the full control effect
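Hydroperoxide product was detected by ferrous iron/xylenol orange as the 573 to 405 nm absorbance ratio. Arachidonic acid at 40 uM (final) was turned over for 30 min at room temperature by 150 nM human 12hLO, pH 7.0 Hepes buffer, after 15 min compound preincubation.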
Pol kappa inh: blocks human DNA polymerase kappa activity. purified Pol kappa, fluorescent DNA synthesis assay, 10 min. AID 588579. Potency, µM (titrated, usually from 107 µM), for the others: at the highest dose activity, negative = inhibition, hits mostly inhibitors. Q9UBT6. 0.53% of 400,000 active; note: potency is the fitted concentration of half-maximal effect; % is set by controls: 0 for no effect and ±100 for the full control effect
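Activity was followed as the change in fluorescence between reads at 0 and 10 min after starting the reaction with 50 nM substrate. Beforehand, 10 nM polymerase had been preincubated with compound for 15 min at room temperature.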
POLI inh: inhibitors of human DNA polymerase iota. AID 588590. 1% of 390,000 active. Pol iota fluorescent replication assay, 10 min. Potency, µM (doses to about 115 µM), for the others: top-dose activity, negative = inhibition, most hits filed as inhibitors; note: potency is the fitted concentration of half-maximal effect
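Pol iota at 10 nM preincubated 15 min with compounds at room temperature; reaction started with fluorescent substrate, 50 nM final. Fluorescence read kinetically at 0 and 10 min; buffer-only wells as negative control.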
ERG Ets-DNA blk: inhibitors of human ERG Ets domain-DNA interaction | 0.028% of 370,000 active | fluorescence polarization, His-ERG Ets domain / labelled DNA | Potency, µM (top dose mostly 76.9 µM), for inactives: top-dose FP activity, negative = inhibition, most hits filed as inhibitors | P11308; active = well fitted inhibition curve with a large enough effect in the polarisation, with a control signal flat; inconclusive = small, poorly fitted or top-dose-only effect, or effect the other way, or a change in a side signal; inactive = no such curve, though single readings can be large or run the other way; the % refers to the polarisation;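 note: polarization taken with two DNA probes labelled with fluorescein and Texas red; potency is the fitted concentration of half-maximal effect; % of control where 0% means no effect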
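His-tagged ERG Ets domain (1 uM in the protein solution; 300mM KCl, 50mM Tris-HCl, 1mM EDTA, 1mM DTT, pH 7.5) received compound, then a probe mix of 5 nM fluorescein-DNA and 100nM Texas-615-DNA. Fluorescence polarization was read for both dyes.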
APE1 inh: APE1 (human) endonuclease inhibition; P27695; recombinant APE1, TAMRA/BHQ-2 abasic DNA cleavage fluorescence; Potency, µM (doses to about 65.8 µM), inactives show top-dose activity change, negative = inhibition, most hits filed as inhibitors; 0.35% of 350,000 active; AID 2517;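 note: potency is the fitted concentration of half-maximal effect; plate controls were vehicle for no effect and reference inhibitor for full effect; nearly all actives have a fitted effect of over 55% in size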
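APE1 at 0.75 nM preincubated 15 min at room temperature with compound. Reaction then started with 50 nM double-stranded THF-abasic substrate labelled with TAMRA/BHQ-2, and 525/598 nm fluorescence read kinetically. Activity taken as third-minus-first read difference, normalized to DMSO and NSC13755 controls.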
BLM helicase inh: inhibitors of human Bloom syndrome helicase BLM; P54132; 0.2% of 350,000 active; Potency, µM (top dose mostly 56.1 µM), for inactives: at the top dose activity change, negative = inhibition, actives largely listed as inhibitors; recombinant BLM DNA unwinding, fluorescence dequenching;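 note: potency is the fitted concentration of half-maximal effect; plate controls were vehicle for no effect and no enzyme for full effect; nearly all actives have a fitted effect of over 35% in size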
Apoferritin bind: binds horse apoferritin like a general anesthetic; Potency, µM (doses to about 77.5 µM), for the others: top-dose activity change, negative = displacement, hits mostly inhibitors; apoferritin/1-aminoanthracene competitive binding, fluorescence; P02791; 0.074% of 350,000 active; note: potency is the fitted concentration of half-maximal effect; % is set by controls: 0 for no effect and ±100 for the full control effect; nearly all actives have a fitted effect of over 20% in size
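Steps: apoferritin (10 uM) was premixed with half-saturated 1-AMA in PBS, compounds were pin-transferred, plates stood 10 min at room temperature, fluorescence was read at 380/535 nm, and curves were fitted with a Hill equation.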
TRHR agonist: agonists of human TRH receptor; 0.18% of 360,000 active; P34981; AID 493084; activation, % at 2 µM; TRHR cells, calcium flux fluo-8, FDSS agonist mode; in the data active = activation above about 30%; note: 0% is about no effect
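Fluo-8-loaded TRHR cells; 10 s baseline, compound added, kinetic Ca2+ fluorescence read 1/s, agonist mode.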
* hit, by the source's call; u = inconclusive; x = not tested or not shown; & = joins results of further samples; [ ] = remark or other dose. Unless noted, calls come from the whole dose curve; as a rule, active = well fitted curve in the direction sought with a large enough effect; inconclusive = small, poorly fitted or top-dose-only effect, or another doubt; inactive = no such curve, though single readings can be large; an effect the other way counts as inactive or inconclusive. This is a subset; count on the stated rates, not on these rows.

Values run as follows: BLM helicase inh, TRHR agonist, ERG Ets-DNA blk, ALOX12 inh, Apoferritin bind, Pol kappa inh, POLI inh, APE1 inh, Pol beta inh
- CCc1cc(CNC(=O)c2ccc(OC3CCN(CCc4ccccc4)CC3)cc2)on1
→ -6%, 0.4, 10%, -2%, 2%, -22%, u, 12µM*, u
- COc1cccc(/C=c2\sc3nc(-c4cccs4)nn3c2=O)c1OC
→ -3%, 0.5, -3%, 0%, -13%, -17%, 2%, -3%, 4%
- COc1ccc(C2OC(=O)CC2C(=O)NCc2ccc(Cl)cc2)cc1OC (configuration not stated)
→ 0%, -0.4, 4%, 12%, -4%, -5%, 34%, 6%, -2%
- CCCn1c2ccccc2c2cnn(CC(=O)NC3CCCCC3)c(=O)c21
→ -3%, -0.4, 1%, 9%, -7%, 8%, 15%, 37%, 2%
- CCOC(=O)c1ccccc1NC(=O)COC(=O)c1ccccc1C(=O)N(C)c1ccccc1
→ x, 0.5, 3%, -8%, x, -13%, 8%, 14%, x
- CCOCCOC(=O)c1[nH]c2c(c1C)C(=O)CC(c1ccc(OC)c(OC)c1)C2 (configuration not stated)
→ -3%, 1.4, 8%, -3%, -5%, -21%, 15%, 37%, -22%
- COc1ccc(C2CCCN2C(=O)Nc2ccc(C)c(C)c2)cc1OC (configuration not stated)
→ -6%, -0.6, -4%, u, -15%, -23%, -25%, -5%, 13%
- COc1ccc(C)cc1NS(=O)(=O)c1cc(C)ccc1C
→ -2%, -0.3, 2%, 13%, -14%, -7%, 5%, -1%, 0%
- N/C(=N\N=C\c1ccco1)SC1CC(=O)N(c2ccc(C(=O)O)cc2)C1=O (configuration not stated)
→ 1%, 0.1, 9%, -1%, -1%, -22%, 17%, 0%, -1%
- Cc1noc(C)c1C(=O)OCC(=O)Nc1ccccc1Oc1ccccc1
→ -4%, -0.6, -18%, 257%[activator], -14%, -10%, 2%, -3%, 4%
- CC(C)CN(CC(C)C)S(=O)(=O)N1CCC(C(=O)NCc2ccco2)CC1
→ -3%, -1.3, -16%, -4%, -1%, -9%, -1%, 21%, 32%[activator]
- Cc1cccnc1NC(=S)NC(=O)c1cccs1
→ 1%, -0.1, 2%, u, -16%, -1%, 19%, 3%, 11%
- O=C(C1CCN(S(=O)(=O)Cc2ccccc2)CC1)N1CCN(c2cccc(Cl)c2)CC1
→ -3%, 0.1, -9%, -11%, -2%, 1%, -3%, x, 1%
- CC(C)N1CCN(C(=O)c2ccc(NC(=O)c3ccc(Br)o3)cc2)CC1
→ x, -0.2, 0%, u, x, -7%, 27%, 27%, x
- Cc1csc(C(C)NC(=O)c2ccc(OC3CCN(CCc4ccccc4)CC3)cc2)n1 (configuration not stated)
→ -2%, 2.0, -1%, -19%, 2%, -3%, -13%, 37%, -5%
- [O-][n+]1onc2c1CCc1nnc(-c3ccccc3)cc1-2
→ 3%, 0.0, 4%, 19%, 7%, 0%, 25%, 14%, 24%
- COc1cccc(CN2CCN(Cc3ccc(O)c(OC)c3)CC2CCO)c1 (configuration not stated)
→ -3%, 1.4, -8%, 0%, -5%, -6%, 168%[activator], 21%, 43%
- COc1ccc(Cl)cc1NC(=O)CN(C)C(=O)C1CC1
→ x, x, -2%, 14%, x, -4%, 7%, 26%, x
- COC(=O)c1ccc(CSc2nnc(-c3ccncc3)n2Cc2ccccc2)o1
→ -2%, 1.0, -5%, 0%, -11%, -2%, 6%, 2%, 32%
- Cc1cccc(C)c1NC(=O)NCCCN1CCN(c2ccccc2)CC1
→ -2%&-2%, -0.1&-0.7, -3%&-1%, 5%&-22%, -7%&-9%, 24%&12%, u, 2%, 42%&4%
- COC(=O)c1cc(S(=O)(=O)N2CCCCC2)c[nH]1
→ 1%, 0.0, -2%, 6%, -18%, u, u, 62%[activator], 8%
- COc1ccc(C2Nc3ccccc3NC3=C2C(=O)CC(C)(C)C3)cc1OC (configuration not stated)
→ 0%, 0.0, -3%, 35%, -5%, -9%, 28%, 54%, 35%
- COc1ccc(NS(=O)(=O)c2ccc(OC)c(NC(=O)CCC3CCCCC3)c2)cc1
→ 1%, -0.1, -6%, -23%, 0%, -11%, 16%, 13%, -3%
- COc1cccc(CN2C(=O)c3ccccc3C2C(=O)NCC2CCCO2)c1 (configuration not stated)
→ -2%, -0.3, 5%, 25%, -10%, -7%, 4%, 1%, 34%
- COc1ccc([N+](=O)[O-])cc1NC(=O)c1ccco1
→ -3%, -0.4, 14%, -4%, -11%, -14%, 85%[activator], -7%, 7%
- CCC(C)NCCOCCOc1ccc(Cl)c2ccccc12 (configuration not stated)
→ 39%[activator], 4.9, -3%, u, -16%, -14%, 0%, -4%, 0%
- c1coc(-c2ccnc(-n3cccc3)n2)c1
→ -2%, 0.1, -8%, -9%, -5%, -4%, 2%, 0%, 25%
- COC(=O)c1ccc(OC)c(NS(=O)(=O)c2ccc(-n3cnnn3)cc2)c1
→ 5%, -1.4, -3%, -17%, -1%, -12%, 100%[activator], -9%, 39%
- CC(C)CN(C(=O)COC(=O)c1cc2ccccc2cc1O)c1c(N)n(Cc2ccccc2)c(=O)[nH]c1=O
→ x, x, 15%, -18%, x, 1%, 2%, x, x
- COc1ccc(C2(C)NC(=O)N(Cc3cc(Cl)cc4c3OCOC4)C2=O)cc1OC (configuration not stated)
→ -4%, x, -1%, 0%, -8%, -16%, -5%, 11%, -4%
- COc1ccc(CNC(=O)[C@@H](C)NC(=O)[C@@H]2Cc3ccccc3CN2)cc1
→ 4%, -0.3, -15%, -11%, -15%, 13%, 9%, 14%, 0%
- COc1cc(NC(=O)C/C(C)=N/NC(=O)Cc2ccccc2)c(OC)cc1Cl
→ -5%, -0.3, -17%, 20%, 2%, -10%, 6%, -3%, 10%
- O=C1Nc2ccccc2C1=Nc1ccc(Cl)cc1
→ -2%, 0.3, 0%, -17%, -14%, -4%, 60%[activator], -2%, -3%
- O=C(c1ccncc1)N1CCC[C@@]2(CCN(C(c3ccccc3)c3ccccc3)C2)C1
→ -1%, x, x, -13%[57.4 µM], x, 6%[60.1 µM], x, 1%, x
- CCOC(=O)c1sc2ncn(/N=C/c3ccccn3)c(=O)c2c1C
→ 1%, 0.3, x, x, -7%, x, x, 1%, 21%
- CSCCC(C(=O)O)N1C(=O)c2ccc(C(=O)O)cc2C1=O (configuration not stated)
→ -2%, -0.9, 4%, u, -15%, 6%, -9%, 20%, 20%
- CC[C@H](C)[C@H](NC(=O)[C@H](CO)NC(=O)[C@H](CC(C)C)NC(=O)[C@@H]1CCCN1C(=O)[C@@H]1CCCN1C(=O)[C@H](CC(=O)O)NC(=O)[C@@H](N)CC(=O)O)C(=O)N[C@@H](CC(=O)O)C(=O)N[C@@H](CC(C)C)C(=O)N[C@H](C(=O)N[C@@H](Cc1ccccc1)C(=O)N[C@@H](Cc1cnc[nH]1)C(=O)N[C@@H](CC(C)C)C(=O)N[C@@H](CC(C)C)C(=O)N[C@@H](CCCNC(=N)N)C(=O)N[C@H](C(=O)N[C@@H](CC(C)C)C(=O)N[C@@H](CC(C)C)C(=O)N[C@@H](CCC(=O)O)C(=O)N[C@@H](CC(C)C)C(=O)N[C@@H](C)C(=O)N[C@@H](CCCNC(=N)N)C(=O)N[C@H](C(=O)N[C@@H](CCC(N)=O)C(=O)N[C@@H](CO)C(=O)N[C@@H](CCC(N)=O)C(=O)N[C@@H](CCCNC(=N)N)C(=O)N[C@@H](CCC(=O)O)C(=O)N[C@@H](CCCNC(=N)N)C(=O)N[C@@H](C)C(=O)N[C@@H](CCC(=O)O)C(=O)N[C@@H](CCC(N)=O)C(=O)N[C@@H](CC(N)=O)C(=O)N[C@@H](CCCNC(=N)N)C(=O)N[C@H](C(=O)N[C@H](C(=O)N[C@@H](Cc1ccccc1)C(=O)N[C@@H](CC(=O)O)C(=O)N[C@@H](CO)C(=O)N[C@H](C(N)=O)C(C)C)[C@@H](C)CC)[C@@H](C)CC)[C@@H](C)O)[C@@H](C)O)[C@@H](C)O
→ -2%, x, x, x, u, 8%[60.1 µM], x, 3%, x

Molecules shown so far that contain a furan ring, fused or not:
Values run as follows: BLM helicase inh, TRHR agonist, ERG Ets-DNA blk, ALOX12 inh, Apoferritin bind, Pol kappa inh, POLI inh, APE1 inh, Pol beta inh
- N/C(=N\N=C\c1ccco1)SC1CC(=O)N(c2ccc(C(=O)O)cc2)C1=O (configuration not stated)
→ 1%, 0.1, 9%, -1%, -1%, -22%, 17%, 0%, -1%
- CC(C)CN(CC(C)C)S(=O)(=O)N1CCC(C(=O)NCc2ccco2)CC1
→ -3%, -1.3, -16%, -4%, -1%, -9%, -1%, 21%, 32%[activator]
- CC(C)N1CCN(C(=O)c2ccc(NC(=O)c3ccc(Br)o3)cc2)CC1
→ x, -0.2, 0%, u, x, -7%, 27%, 27%, x
- COC(=O)c1ccc(CSc2nnc(-c3ccncc3)n2Cc2ccccc2)o1
→ -2%, 1.0, -5%, 0%, -11%, -2%, 6%, 2%, 32%
- COc1ccc([N+](=O)[O-])cc1NC(=O)c1ccco1
→ -3%, -0.4, 14%, -4%, -11%, -14%, 85%[activator], -7%, 7%
- c1coc(-c2ccnc(-n3cccc3)n2)c1
→ -2%, 0.1, -8%, -9%, -5%, -4%, 2%, 0%, 25%

Screening results as filed in PubChem.
